Screens as filed in PubChem.
FadD28 FP inh – inhibitors of FadD28 bisubstrate probe binding, primary screen, biochemical, fluorescence polarization, single point; inhibition, % at 12.5 µM; 360,000 tested, 0.22% active; in the data active = inhibition above about 8.5%, passing the limit was not always enough; inconclusive = no clear call, values can overlap the other calls
PrPC TRFRET – inhibitors of human cell surface prion protein PrPC, primary screen, cell-based, TR-FRET; TR-FRET read-out; 370,000 tested, 0.43% active; inhibition, % at 13.8 µM; Major prion protein (Homo sapiens), P04156; in the data active = inhibition above about 24%; note: 0% = median of the test wells and 100% = reference compound wells
UGM FP inh – M. tuberculosis UGM enzyme inhibitors, primary screen, biochemical, fluorescence polarization, single point; inhibition, % at 10 µM; UDP-galactopyranose mutase (Mycobacterium tuberculosis (strain ATCC 25618 / H37Rv)), …; AID 504406, 2011; purified UGM, fluorescence polarization probe displacement; 320,000 tested, 0.06% active; in the data active = inhibition above about 10%, passing the limit was not always enough; inconclusive = no clear call, values can overlap the other calls
Target sequence (P9WIQ1 whole entry, looked up): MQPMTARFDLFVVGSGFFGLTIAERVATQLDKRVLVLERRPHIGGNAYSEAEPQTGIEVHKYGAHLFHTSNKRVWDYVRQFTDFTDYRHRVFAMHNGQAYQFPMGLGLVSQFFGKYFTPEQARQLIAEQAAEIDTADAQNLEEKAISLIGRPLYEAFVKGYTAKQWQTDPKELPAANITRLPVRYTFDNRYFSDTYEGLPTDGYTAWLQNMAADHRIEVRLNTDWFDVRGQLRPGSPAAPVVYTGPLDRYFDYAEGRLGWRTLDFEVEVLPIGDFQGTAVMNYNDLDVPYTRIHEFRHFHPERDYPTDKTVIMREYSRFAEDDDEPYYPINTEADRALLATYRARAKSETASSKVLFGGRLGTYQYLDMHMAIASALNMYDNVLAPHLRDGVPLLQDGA
BoNT F protease – BoNT/F light chain protease inhibitors, primary screen, biochemical, flow cytometry, MLPCN library. Multiplex microsphere protease cleavage assay. inhibition, % at 10 µM. 360,000 tested, 0.22% active. AID 588497, 2011; in the data active = inhibition above about 35%, passing the limit was not always enough; inconclusive = no clear call, values can overlap the other calls; note: plate controls were buffer without enzyme for full effect and enzyme alone for no effect
GDH-TPI counter – GDH-TPI coupling enzyme inhibitors, primary screen, artefact control for M. tuberculosis FBA inhibitor project, biochemical, absorbance, full deck; GDH-TPI coupled enzyme counterscreen, NADH absorbance; inhibition, % at 4.8 µM; 360,000 tested, 1.2% active; in the data active = inhibition above about 30%;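 note: 0% = DMSO wells and 100% = wells lacking the enzyme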
Rv3671c inh – Rv3671c serine protease inhibitors, primary screen, biochemical, fluorescence polarization, M. tuberculosis H37Rv; inhibition, % at 5.96 µM; 320,000 tested, 0.048% active; in the data active = inhibition above about 38%;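 note: extracellular domain of Rv3671c used as enzyme; 0% = enzyme with DMSO and 100% = no enzyme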
Mtb FBA inh – Mtb FBA enzyme inhibitors, primary screen, biochemical, fluorescence, strain H37Rv; inhibition, % at 1 µM; 360,000 tested, 2.3% active; purified M. tuberculosis FBA, fluorescence read-out; in the data active = inhibition above about 27%;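 note: 0% = vehicle and 100% = reference inhibitor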
Target sequence (P9WQA3 whole entry, looked up): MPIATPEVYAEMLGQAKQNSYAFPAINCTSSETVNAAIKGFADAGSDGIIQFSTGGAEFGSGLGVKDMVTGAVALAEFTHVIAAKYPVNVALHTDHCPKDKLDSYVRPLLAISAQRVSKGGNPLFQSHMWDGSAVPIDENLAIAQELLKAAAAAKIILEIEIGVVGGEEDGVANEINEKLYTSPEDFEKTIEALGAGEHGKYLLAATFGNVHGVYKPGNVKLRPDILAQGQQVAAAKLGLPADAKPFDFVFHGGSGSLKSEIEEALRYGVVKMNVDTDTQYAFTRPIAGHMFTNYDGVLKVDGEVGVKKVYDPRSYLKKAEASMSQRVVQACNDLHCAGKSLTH
BioA inh – M. tuberculosis BioA enzyme inhibitors, primary screen, biochemical, plate reader, single point, HTS; inhibition, % at 9.99 µM; 7,8-diaminopelargonic acid synthase BioA (Mycobacterium tuberculosis); purified M. tuberculosis BioA enzyme; 360,000 tested, 0.096% active; in the data active = inhibition above about 40%; inconclusive = no clear call, values can overlap the other calls
MazEF act – activators of E. coli MazEF toxin-antitoxin RNase, primary screen, biochemical, fluorescence, uHTS; Endoribonuclease toxin MazF (Escherichia coli (strain K12)), P0AE70; FAM/BHQ RNA-DNA oligo cleavage fluorescence, 5 h; activation, % at 20 µM; 350,000 tested, 0.32% active; in the data active = activation above about 50%
Target sequence (P0AE70 whole entry, looked up): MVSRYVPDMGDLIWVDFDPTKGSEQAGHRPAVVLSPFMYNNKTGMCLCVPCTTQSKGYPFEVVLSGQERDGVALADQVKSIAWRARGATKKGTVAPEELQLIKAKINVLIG
An asterisk follows results filed as active; u = inconclusive; x = not tested or not shown.

SMILES	FadD28 FP inh	PrPC TRFRET	UGM FP inh	BoNT F protease	GDH-TPI counter	Rv3671c inh	Mtb FBA inh	BioA inh	MazEF act
C/C(=N/NC(=O)Cc1cccc2ccccc12)c1cccs1	-1.2	2	4.4	14	4	0	-4	1.7	3
c1ccc(-c2ccccc2OCCN2CCOCC2)cc1	-1.9	2	1.2	0	6	-4	-1	x	-2
O=C(OCC(=O)N(Cc1ccccc1)Cc1ccccc1)c1cccc(O)c1	-1.6	-3	0.4	2	1	-7	2	-1.1	-5
Cc1cc(SCC(=O)NCCN2C(=O)CSC2=O)nc2ccccc12	-3.6	5	-0.4	0	0	5	-1	x	-1
O=C(CSC1=NCCS1)N1CCN(c2ccccc2)CC1	-1.9	4	1.0	1	1	7	5	x	5
CC(=O)N1CC(C)Sc2ccc(S(=O)(=O)NC3CCCCC3)cc21 (stereo not given)	-3.6	13	-0.2	0	-5	-1	-4	1.0	2
O=C(NC1CCN(Cc2ccccc2)CC1)c1cncc(Br)c1	-0.1	-9	3.6	-7	1	-6	4	-1.4	9
CCOC(=O)CN(C)Cc1cn(C)nc1-c1ccc(Oc2ccccc2)cc1	-6.3	-3	0.9	11	4	8	0	-0.5	6
COc1ccc(-c2nnc(NC(=O)CS(=O)(=O)c3ccc(Cl)cc3)o2)c(OC)c1	-0.2	5	-0.3	-2	14	1	0	0.3	5
CCN(CC)CCN1C(=O)C(=O)/C(=C(/O)c2ccc(S(=O)(=O)N3CCOCC3)cc2)C1c1ccc(C(C)C)cc1 (stereo not given)	-1.3	-15	1.4	-7	13	-6	-2	-0.7	-2
CSc1ncc(/C=C2/C(=O)NC(=O)N(C)C2=O)cn1	-3.2	0	-0.1	5	3	-5	4	x	0
CCOc1cc(CN2CCN(S(=O)(=O)Cc3ccccc3)CC2)ccc1OC	-1.0	6	0.7	8	-1	2	2	-1.1	4
Cc1ccccc1OS(=O)(=O)c1cccc([N+](=O)[O-])c1	0.1	-24	x	4	0	x	4	0.0	-2
COCCn1c(SCC(=O)Nc2ccc3c(c2)OCCO3)nnc1-c1c[nH]c2ccccc12	-3.0	6	3.2	0	-7	12	2	0.1	-2
CCNC(=O)Cn1c(=O)c(=O)n(Cc2ccccc2)c2ccc(Cl)cc21	-1.9	2	-1.8	-3	3	-3	0	-0.9	-3
Oc1ccccc1Nc1nc(NCc2ccco2)c2ccccc2n1	-0.8	-2	6.0	x	14	3	4	x	9
COc1cc(CNc2ccc3[nH]c(=O)[nH]c3c2)ccc1OCc1ccccc1F	-0.8	-10	2.1	x	3	7	13	0.3	18
Cc1nc(Nc2ccccc2)sc1C	-1.0	-3	0.0	-8	0	4	4	1.8	-2
COc1ccc(N2CCN(C(=O)CN(c3ccc(Br)cc3)S(C)(=O)=O)CC2)cc1	-0.6	7	1.6	-21	6	-7	3	0.5	-1
COc1ccc(OC)c(NC(=O)N2C[C@H]3C[C@@H](C2)c2cccc(=O)n2C3)c1	1.1	12	0.4	-1	-8	0	3	-0.6	-4
COc1cccc(/C=N/NC(=O)CNC(=O)COc2cccc(C)c2)c1O	-4.7	1	4.1	-3	2	-1	0	x	6
CCN(CC)c1ncnc2c1ncn2[C@H]1CN(Cc2ccco2)C[C@@H](CO)O1	-3.6	7	x	1	1	x	0	1.3	x
O=C(Nc1cccc(Cl)c1Cl)C1CC(=O)N(c2ccc(Br)cc2)C1 (stereo not given)	-4.2	10	1.0	-6	8	-8	1	-0.3	-5
Cc1ccc(NC(=O)COC(=O)CCc2ccccc2)cc1S(=O)(=O)N1CCOCC1	1.6	-5	1.6	x	1	11	2	-0.5	2
CCOC(=O)c1ccc(-n2c(CN3CCN(CCO)CC3)nc3ccc([N+](=O)[O-])cc3c2=O)cc1	-5.9	-36	0.8	0	30	-6	-5	4.5	11

Pulled one by one from the list above, 7 records:
SMILES	FadD28 FP inh	PrPC TRFRET	UGM FP inh	BoNT F protease	GDH-TPI counter	Rv3671c inh	Mtb FBA inh	BioA inh	MazEF act
CCOC(=O)c1ccc(-n2c(CN3CCN(CCO)CC3)nc3ccc([N+](=O)[O-])cc3c2=O)cc1	-5.9	-36	0.8	0	30	-6	-5	4.5	11
COc1ccc(N2CCN(C(=O)CN(c3ccc(Br)cc3)S(C)(=O)=O)CC2)cc1	-0.6	7	1.6	-21	6	-7	3	0.5	-1
COCCn1c(SCC(=O)Nc2ccc3c(c2)OCCO3)nnc1-c1c[nH]c2ccccc12	-3.0	6	3.2	0	-7	12	2	0.1	-2
COc1cccc(/C=N/NC(=O)CNC(=O)COc2cccc(C)c2)c1O	-4.7	1	4.1	-3	2	-1	0	x	6
CCN(CC)c1ncnc2c1ncn2[C@H]1CN(Cc2ccco2)C[C@@H](CO)O1	-3.6	7	x	1	1	x	0	1.3	x
O=C(OCC(=O)N(Cc1ccccc1)Cc1ccccc1)c1cccc(O)c1	-1.6	-3	0.4	2	1	-7	2	-1.1	-5
COc1ccc(-c2nnc(NC(=O)CS(=O)(=O)c3ccc(Cl)cc3)o2)c(OC)c1	-0.2	5	-0.3	-2	14	1	0	0.3	5

(listing goes on)
SMILES	FadD28 FP inh	PrPC TRFRET	UGM FP inh	BoNT F protease	GDH-TPI counter	Rv3671c inh	Mtb FBA inh	BioA inh	MazEF act
COc1cccc(C(=O)Nc2nnc(-c3cccs3)s2)c1	-2.8	4	0.1	-6	28	-12	6	-0.1	-13
O=C(N[C@@H]1CCC(=O)N(CC[C@H](Oc2ccccc2)c2ccccc2)CC1)OCc1ccccc1	-1.6	2	0.3	5	-6	-8	-4	-2.5	1
COc1cc2c3c(c1OC)C1(C=CC(=NO)C=C1)CC3N(C(C)=O)CC2 (stereo not given)	-1.4	-4	-0.6	7	-9	-3	-11	3.4	7
Cn1cccc1C(=O)OCC(=O)NNC(=O)c1ccc([N+](=O)[O-])cc1	-1.3	-32	1.1	x	13	3	5	1.4	5
Cc1cccc(N2CCN(C(=O)CCC(=O)N3Cc4ccccc4Oc4ncccc43)CC2)c1C	-1.6	7	-0.1	0	4	-6	-1	0.6	5
C[C@H](NC(=O)c1cc2c([nH]c3ccccc32)c(-c2ccccc2)n1)C(=O)O	-19	2	1.7	-2	-1	-4	36*	6.9	-2
COc1ccc(-c2nn(CCC#N)cc2C(=O)Nc2ccc(C(C)=O)cc2)cc1	0.9	5	1.6	13	23	2	2	12	-5
c1ccc2c(c1)nc(-c1ccncc1)n1nnnc21	-0.5	-25	-0.3	2	4	-1	1	-5.7	8
O=C(NC(=S)Nc1ccccc1N1CCN(C(=O)c2ccccc2)CC1)c1ccccc1F	-1.4	-6	-1.8	-7	15	-14	4	-0.8	-2
O=C(O)c1ccc(N/N=C/c2ccncc2)cc1	-3.3	-18	-1.5	-1	32*	-11	-4	x	4
NC(=O)C1CCN(C(c2ccccc2)c2nnnn2C2CCCC2)CC1 (stereo not given)	-1.4	0	-1.8	13	2	-1	-1	0.0	5
Cc1ccccc1N1C(=O)C2C3CCC(O3)C2C1=O (stereo not given)	-1.2	1	-2.4	u	-2	-1	-1	0.2	1
COC(=O)C1=C(C)NC(=O)CC1c1cccc(OC)c1OC (stereo not given)	-5.2	x	1.0	-9	-13	1	0	-2.7	3
O=C(NCc1ccccn1)Nc1cccc([N+](=O)[O-])c1	-1.7	-21	-1.7	7	1	-1	-1	3.6	-8
CN(C)c1ccc2c(c1[N+](=O)[O-])Cc1ccccc1-2	-4.0	-4	x	3	4	x	-4	x	6
O=C(COC(=O)c1ccc(NS(=O)(=O)c2cccs2)cc1)NCc1ccco1	-0.2	x	2.3	3	7	-14	7	1.3	-1
CC1=C(C(=O)N(C)C)C(c2cccs2)NC(=O)N1 (stereo not given)	1.2	8	5.5	0	15	4	6	-1.4	-3
CCN(CC)S(=O)(=O)c1cc(C(=O)N2CCc3ccccc32)ccc1Cl	-3.3	23	2.3	11	-2	-6	1	1.2	7
CC(=O)N1c2ccc(S(=O)(=O)NCCC(=O)Nc3ccccc3C)cc2CC1C (stereo not given)	-0.9	-6	-0.4	-4	5	-4	4	-2.7	-6
COC(=O)CCCNC(=O)c1ccc2[nH]c(C)c(C)c2c1	-1.2	9	-2.6	7	18	-2	5	1.2	8
O=C(CSc1nc2[nH]ncc2c(=O)[nH]1)Nc1cccc([N+](=O)[O-])c1	-1.6	-10	2.3	-8	10	-4	-1	x	3
O=C(Nc1ccc2c(c1)OCCO2)c1cccnc1Oc1ccccc1	0.9	1	-1.4	-4	12	2	2	-1.9	-5
CCOC(=O)C1=C(C)NC(C)=C(C(=O)OCC)C1C(=O)OCC(=O)NCc1ccco1	-1.4	9	-1.8	3	14	0	10	-0.5	-11
Fc1cccc(NC(=S)NCCc2ccccc2)c1	-1.7	16	-0.6	-3	5	-16	-4	3.0	6
NC(=O)NCCCC(NC(=O)c1ccc(C#CC2(O)CCCCC2)cc1)C(=O)O (stereo not given)	-1.4	-10	-2.8	-10	2	3	2	x	-6
(cont.)
SMILES	FadD28 FP inh	PrPC TRFRET	UGM FP inh	BoNT F protease	GDH-TPI counter	Rv3671c inh	Mtb FBA inh	BioA inh	MazEF act
CC1CCCCN1C(=O)c1cccc(NC(=O)c2ccccc2)c1 (stereo not given)	-2.9	-8	0.8	0	8	0	-2	x	1
CCCCC(=O)N1CCN(c2ccc(OC)cc2[N+](=O)[O-])CC1	-0.6	-21	-1.1	5	6	-1	-2	11	-5
O=C1CN(S(=O)(=O)c2ccccc2)CC(=O)N1CCc1ccccc1	-0.4	-6	-1.3	-1	-5	3	-4	-1.3	5
COc1ccc(C2=NN(C(C)=O)C(c3cccs3)C2)cc1OC (stereo not given)	-0.9	6	0.7	7	10	x	22	-1.4	-1
COc1ccc(/C=N/N(CCC(=O)NC(C)(C)C)C2=NS(=O)(=O)c3ccccc32)cc1	-0.7	5	-1.2	-26	47*	0	6	1.0	-1
COC(=O)C1CC23C=CCN4CCC5(c6ccccc6NC15C2C)C43 (stereo not given)	-2.2	6	-0.8	-88	-10	-1	1	-1.6	3
C/C=C(\C)C(=O)Nc1cccc(C2=NOC3(C2)C[C@H](C(N)=O)N(C(=O)c2cc([N+](=O)[O-])cc([N+](=O)[O-])c2)C3)c1 (stereo not given in full)	-3.2	-44	-1.9	-5	7	2	5	1.5	3
COc1cccc(CN(CCC(=O)O)Cc2cccc(OC)c2)c1	-0.2	-1	x	-5	5	x	1	-1.1	-5
N#CC1=C(C=Nc2ccccc2O)CCC1	-4.2	-3	1.3	-2	-6	3	-2	-0.7	4
C/C(=N\NC(=S)NCc1ccccc1)c1ccc(Br)cc1	-5.6	-5	2.4	-2	-8	-18	-6	x	5

By substructure, the entries above with a cyano group (2)
SMILES	FadD28 FP inh	PrPC TRFRET	UGM FP inh	BoNT F protease	GDH-TPI counter	Rv3671c inh	Mtb FBA inh	BioA inh	MazEF act
COc1ccc(-c2nn(CCC#N)cc2C(=O)Nc2ccc(C(C)=O)cc2)cc1	0.9	5	1.6	13	23	2	2	12	-5
N#CC1=C(C=Nc2ccccc2O)CCC1	-4.2	-3	1.3	-2	-6	3	-2	-0.7	4
